Screening results deposited in PubChem by several laboratories.
LYP phosphatase: inhibitors of LYP phosphatase, biochemical, fluorescence intensity, uHTS (AID 1779). recombinant LYP phosphatase, fluorescence intensity; higher % means a stronger effect. one-dose inhibition, % at 11.5 µM; IC50 in µM for titrated hits. 0.054% of 290,000 active;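 further: plate controls were vehicle with enzyme for no effect and no enzyme for full effect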
PhoP inhibition: inhibitors of PhoP regulon expression, primary screen, Salmonella Typhimurium, GFP reporter (AID 1863); inhibition, % at 50 µM; hits with a dose series show IC50 in µM; S. Typhimurium PhoP-regulated promoter GFP reporter, 4 h; higher % means a stronger effect; 0.16% of 300,000 active;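 active means inhibition over 29.93%, a cutoff 3 SD above the screen mean, later confirmed by dose response; inconclusive means inhibition over 29.93% but no dose response follow-up; inactive means inhibition at most 29.93% or unconfirmed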;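 further: 0% = low Mg2+ inducing control and 100% = high Mg2+ repressing control; strong numbers were not always called active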
NOD2 inhibition: inhibition of NOD2-driven NF-kB reporter – cell-based, luminescence, uHTS, HEK293 (AID 1566); HEK293 NOD2/NF-kB luciferase reporter, luminescence; higher % means a stronger effect; inhibition, % at 4 µM, or EC50 in µM where a hit was titrated; 0.63% of 290,000 active; further: many of its hits are not listed in these tables
NOD1 NF-kB reporter: inhibition of NOD1-driven NF-kB reporter – cell-based, luminescence, uHTS, primary screen (AID 1578); NOD1-driven NF-kB luciferase reporter cells, luminescence; higher % means a stronger effect; inhibition, % at 4 µM, or EC50 in µM where a hit was titrated; 1% of 290,000 active; in the data active means inhibition mostly above about 36%, no sharp cut-off; inactive means mostly below about 34%;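 further: HEK-293T reporter cells stimulated with the NOD1 agonist gamma-tri-DAP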
Myeloid diff 2: compounds promoting myeloid differentiation; AID 624256; calls only at 10 µM; 1% of 360,000 active; ER-HoxA9 myeloid progenitors, lysozyme-GFP differentiation, flow cytometry;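 active means normalized GFP-positive differentiation at or above the plate's own cutoff, the solvent-only control mean plus 3 SD; inconclusive means no clear call, values can overlap the other calls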;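 further: cells exposed to compound for four days before flow analysis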
KOR beta-arrestin-1: KOR agonists, beta-arrestin recruitment, primary screen, cell-based, luminescence, uHTS (AID 1777); 0.02% of 280,000 active; KOR beta-arrestin recruitment, luminescence; higher % means a stronger effect; one-dose activation, % at 10 µM; EC50 in µM for titrated hits; in the data active means activation above about 50%, passing the limit was not always enough; further: a part of the inactive calls stands beside numbers as strong as those of hits
HIV fusion peptide: cell-free HIV fusion peptide-binding blockers – biochemical, uHTS, fluorescence dequenching, primary screen (AID 1986) | one-dose inhibition, % at 20 µM; IC50 in µM for titrated hits | cell-free peptide binding, fluorescence dequenching, 30 min; higher % means a stronger effect | 0.3% of 290,000 active; in the data active means inhibition mostly above about 52%, no sharp cut-off; inactive means mostly below about 76%; further: some results filed as inactive read as strong as hits
KOR beta-arrestin-2: kappa opioid receptor blockers – cell-based, luminescence, uHTS (AID 1778); KOR beta-arrestin recruitment, luminescence, antagonist mode; higher % means a stronger effect; inhibition, % at 10 µM, or IC50 in µM where a hit was titrated; 0.091% of 290,000 active; further: strong numbers were not always called active
SIAH1 antagonists: blockers of Siah-1 interaction with plectin peptide – biochemical, fluorescence polarization, rhodamine-plectin, uHTS, primary screen (AID 1817). displacement, % at 20 µM; hits with a dose series show IC50 in µM. 0.02% of 290,000 active. Siah-1 / rhodamine-plectin peptide fluorescence polarization; higher % means a stronger effect;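 active means displacement of at least 50% at 20 µM, with a fluorescence ratio check between 0.3 and a set limit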;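 further: plate controls were Siah plus tracer with DMSO for no effect and tracer alone without Siah for full effect; strong numbers were not always called active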
Myeloid diff 2 GFP+ MAC1+ %: also measured in Myeloid diff 2; calls as there; GFP+ MAC1+ double positive, %; measured here: differentiation confirmed by MAC1 staining
* hit, by the source's call; i = inactive; u = inconclusive; x = not tested or not shown; [ ] = remark or other dose. Unless noted, no stated cut-off is given here; in the data, active means inhibition above about 50%; inactive means the rest.

compound	LYP phosphatase	PhoP inhibition	NOD2 inhibition	NOD1 NF-kB reporter	Myeloid diff 2	Myeloid diff 2 GFP+ MAC1+ %	KOR beta-arrestin-1	HIV fusion peptide	KOR beta-arrestin-2	SIAH1 antagonists
Cc1nc2c(C)cccc2c2c1COC2	-5%	1%	14%	3%	i	0.5	x	-1.4%	18%	1%
O=C(Nc1ccccc1F)Nc1ccccc1F	-12%	-10%	-66%	-31%	i	0.2	0.0%	2.1%	-19%[20 µM]	2%
COCCCNc1nc2nonc2nc1N1CCN(C2CCCC2)CC1	-10%	x	5%	-6%	i	0.4	-2.4%	1.3%	6%[20 µM]	-3%
CN(C)S(=O)(=O)c1cccc(NC(=O)COc2nc3ccccc3nc2N2CCOCC2)c1	-2%	3%	15%	-14%	i	0.5	-3.0%	1.2%	x	-5%
CN(C)c1ccc(C(=O)OCC(=O)NC2CCCCC2)cc1	2%	-6%	-1%	-15%	i	1.2	-3.7%	-1.8%	7%	-4%
Cc1ccc(-n2c(COc3cccc(C)c3)n[nH]c2=S)cc1	-5%	-3%	2%	2%	i	0.4	x	4.9%	5%[20 µM]	1%
O=C1CC(C(=O)Nc2ccccc2)C2(CCCCC2)O1 (stereo not drawn)	-9%	8%	13%	-6%	i	1.0	93%	-2.4%	7%	0%
O=C(CSc1nc2ccc(Cl)cc2[nH]1)N1CCN(C(=O)c2ccco2)CC1	-10%	1%	14%	-11%	x	x	-0.9%	9.1%	8%	-5%
NC(=S)N/N=C/c1coc2c(ccc3ccccc32)c1=O	-6%	-4%	-63%	-13%	i	3.7	-3.8%	-0.9%	13%	4%
COc1cccc(CNc2ncn[nH]2)c1OCc1ccccc1F	-7%	-7%	-12%	2%	i	0.1	-1.3%	-1.4%	8%	-3%
Cc1ccc(Nc2nc(N)c3ccccc3n2)cc1Cl	-9%	68µM*	-127%	20%	i	0.6	10%	0.1%	-109%[20 µM]	-12%
CC(C)(C)n1cnc2cc(NS(=O)(=O)c3ccccc3)ccc21	-3%	-4%	-14%	-24%	i	0.9	1.3%	1.1%	18%	0%
CCOC(=O)CSc1nc(NC#N)nc(N(CC)CC)n1	-4%	-11%	21%	-24%	i	2.3	-2.0%	0.6%	33%	-5%
Cc1cc(Cl)c2oc(C(=O)N(C)C(C)c3ccccn3)c(C)c2c1 (stereo not drawn)	-9%	-5%	3%	-10%	i	1.7	1.8%	1.2%	4%	1%
CCCCCCOC(=O)c1ccc(NC(=O)c2cc(OC)c(OC)c(OC)c2Br)cc1	1%	7%	16%	16%	i	1.2	2.2%	-0.9%	-33%	1%
C=CCNC(=O)c1ccc(NC(=O)C2=CSCCO2)cc1	-6%	2%	-27%	-20%	i	0.6	7.9%	0.1%	-35%	-5%
COc1ccc(C(=O)Nc2ccccc2N2CCCCC2)cc1[N+](=O)[O-]	3%	-5%	17%	51%	i	0.8	2.1%	-0.6%	-12%	-2%
CCN(CC)S(=O)(=O)c1cc(C(=O)OCC(=O)Nc2c(F)cccc2F)ccc1F	-4%	-2%	3%	-4%	i	0.4	-1.2%	3.3%	-29%	3%
CCCN1CCN(C(=O)c2c(Cl)cnn2C)CC1	-6%	1%	0%	-23%	i	0.7	-1.9%	-0.5%	3%	12%
CCOC(=O)Nc1nnc(-c2cccc(OC)c2)s1	-12%	2%	-20%	-15%	i	0.5	-5.8%	-0.6%	21%	2%
Cc1cc(C)c(NC(=O)CSc2nnc(CNC(=O)c3c(F)cccc3Cl)o2)c(C)c1	-6%	-6%	9%	-26%	i	1.2	-0.7%	-0.5%	-10%	3%
COc1ccc(OC)c(-n2cnnn2)c1	-5%	7%	0%	-35%	i	2.5	33%	0.6%	3%	1%
Cc1ccc2oc(/N=C(\N)NC(=O)C3CC3)nc2c1	7%	-7%	6%	-14%	u	x	0.4%	1.4%	-25%	-1%
Cc1ccc2c(=O)oc(N(C)C)nc2c1	-4%	-15%	16%	-12%	i	0.1	-2.4%	0.5%	-6%[20 µM]	2%
Oc1ccc(C=Nc2cccc3ncccc23)c(O)c1	3%	41%	9%	-8%	i	1.1	-1.6%	17%	47%	34%
COc1ccccc1CNC(=O)CNC(=O)Cn1cnc2ccccc2c1=O	-3%	-20%	0%	-20%	i	1.2	-0.3%	-1.0%	-6%	-2%
Cc1ccc(S(=O)(=O)N2CCN(C(=O)CCC(=O)NCCc3ccc(F)cc3)CC2)cc1	-4%	4%	25%	-14%	i	0.3	-2.6%	-1.8%	13%	-1%
CC(C)CN(CCCNC(=O)CN1C(=O)COc2ccc(S(=O)(=O)N3CCCCCC3)cc21)CC(C)C	-11%	-4%	3%	-5%	i	0.3	1.2%	1.5%	-1%	5%
CCCn1cnnc1CNC(=O)C1CCC(=O)N(CCCc2ccccc2)C1 (stereo not drawn)	-8%	3%	-1%	-28%	i	1.0	0.2%	0.0%	16%	0%
O=C(Nc1ccc(NC(=O)c2ccc(Cl)cc2Cl)cc1)c1ccc2c(c1)OCO2	-8%	-12%	-14%	-34%	i	0.1	2.0%	-0.4%	-31%	-2%

More records.
Molecule | LYP phosphatase | PhoP inhibition | NOD2 inhibition | NOD1 NF-kB reporter | Myeloid diff 2 | Myeloid diff 2 GFP+ MAC1+ % | KOR beta-arrestin-1 | HIV fusion peptide | KOR beta-arrestin-2 | SIAH1 antagonists
N/C(=N\OC(=O)COc1ccc(Cl)cc1)c1ccc(Cl)cc1 | -6% | 18% | 10% | -11% | i | 0.4 | 13% | -1.2% | 3% | 12%
Oc1ccc(N2CCN(Cc3ccc(OCCCN4CCCCC4)cc3)CC2)cc1 | -39% | 29% | 27% | -20% | x | x | -2.4% | 0.1% | -14% | -3%
COc1ccc(-c2cc(C(=O)Nc3ccccc3)on2)cc1 | -9% | -7% | -159% | -62% | i | 1.4 | -5.2% | -1.5% | 19% | 14%
O=C(COC(=O)CCC(=O)c1ccc(F)cc1)Nc1ccccc1 | -7% | 7% | 24% | -14% | i | 1.1 | -0.6% | 2.5% | 2% | 21%
Cn1cc(C=C2C(=O)CC(C)(C)CC2=O)c2ccccc21 | 5% | 13% | 12% | -13% | i | 0.2 | -2.7% | 1.1% | 1% | 3%
CCCOc1ccc(N2C(=O)CC(SC(=NCC)Nc3cccc(F)c3)C2=O)cc1 (stereo not drawn) | -3% | 5% | 20% | -13% | i | 0.8 | 12% | 2.9% | -182% | 20%
O=C(Nc1ccc2c(c1)OCCO2)c1ccncc1 | -9% | 7% | -20% | -4% | i | 0.7 | -1.2% | 0.8% | -3% | 0%
CCOC(=O)COC(=O)c1ccc(O)cc1 | -2% | 11% | 4% | -14% | i | 0.8 | -4.1% | -1.9% | 28% | 5%
CC(=O)NCCCC(=O)NC(CCC(=O)OCc1ccccc1)C(=O)OCc1ccccc1 (stereo not drawn) | -6% | -3% | 13% | -17% | i | 0.8 | x | 0.0% | -75%[20 µM] | -1%
CCOc1ccc(-n2c(O)c(/C=N/Nc3nnc(C)c(=O)[nH]3)c3ccccc3c2=O)cc1 | -1% | 8% | 14% | -45% | i | 0.2 | -3.7% | 39% | 8% | 11%
CNC(=O)Nc1cc(C(F)(F)F)cc(C(F)(F)F)c1 | -9% | -2% | 18% | 4% | i | 0.4 | 3.4% | 0.3% | -1% | 0%
COc1cccc(CN2CCN(Cc3[nH]c4ccccc4c3C)CC2CCO)c1 (stereo not drawn) | -1% | 5% | -9% | 9% | i | 0.3 | x | -0.5% | 6%[20 µM] | -6%
O=C(O)C(c1ccccc1)N1C(=O)/C(=C\c2ccc(-c3ccccc3Cl)o2)SC1=S (stereo not drawn) | 0% | -28% | 6% | 16% | i | 0.6 | 7.9% | 94%* | 22% | 18%
Cn1c(SCc2cccnc2)nc2cccnc21 | -7% | 14% | -12% | 0% | i | 1.2 | 2.4% | 0.2% | 1% | 1%
CS(=O)(=O)N(CC(=O)NCCSCc1ccccc1)c1ccccc1Cl | -12% | -2% | 7% | -19% | i | 0.9 | -2.6% | -0.3% | 16% | -2%
Cc1ccc(C(=O)O/N=C2\CCS(=O)(=O)c3sccc32)cc1 | -9% | -7% | 6% | 9% | i | 1.1 | -4.9% | -1.4% | 2% | 2%

The last 4 entries of the section before come first, to join the parts.
Molecule | LYP phosphatase | PhoP inhibition | NOD2 inhibition | NOD1 NF-kB reporter | Myeloid diff 2 | Myeloid diff 2 GFP+ MAC1+ % | KOR beta-arrestin-1 | HIV fusion peptide | KOR beta-arrestin-2 | SIAH1 antagonists
O=C(O)C(c1ccccc1)N1C(=O)/C(=C\c2ccc(-c3ccccc3Cl)o2)SC1=S (stereo not drawn) | 0% | -28% | 6% | 16% | i | 0.6 | 7.9% | 94%* | 22% | 18%
Cn1c(SCc2cccnc2)nc2cccnc21 | -7% | 14% | -12% | 0% | i | 1.2 | 2.4% | 0.2% | 1% | 1%
CS(=O)(=O)N(CC(=O)NCCSCc1ccccc1)c1ccccc1Cl | -12% | -2% | 7% | -19% | i | 0.9 | -2.6% | -0.3% | 16% | -2%
Cc1ccc(C(=O)O/N=C2\CCS(=O)(=O)c3sccc32)cc1 | -9% | -7% | 6% | 9% | i | 1.1 | -4.9% | -1.4% | 2% | 2%
Oc1cccc(/C=N/N=C/c2cccc(O)c2O)c1O | -5% | 16% | -10% | -36% | i | 0.3 | -4.7% | 12% | -48%[20 µM] | 8%
Cc1nn(C)c(C(=O)NNC(=S)NC2CCCCC2)c1Br | 1% | -8% | -17% | -36% | i | 0.2 | -3.7% | -0.2% | -6% | -1%
CCC(C)(C)NC(=O)C(c1cccc(OC)c1OC)N(CC(C)C)C(=O)CCC(=O)Nc1cc(C)on1 (stereo not drawn) | -1% | -7% | 4% | -5% | i | 0.1 | 0.4% | 0.7% | -1% | 0%
COc1ccccc1NC(=O)Cn1c(=O)n(-c2ccccc2)c(=O)c2oc3ccccc3c21 | 3% | 1% | 16% | -17% | i | 0.6 | 5.0% | -0.2% | -34% | 8%
COCCNC(=O)c1cc2cc(Br)cc(OC)c2oc1=O | -3% | 0% | 0% | 17% | i | 0.4 | 1.4% | 1.2% | -22% | -2%
CCOCC(O)CNC(=O)c1ccc2nc(Cc3ccc(OC)c(OC)c3)oc2c1 (stereo not drawn) | -4% | 7% | -14% | -7% | i | 0.9 | 1.5% | -1.1% | -14% | -4%
Nc1nncn1C(=O)c1ccc(Cl)cc1Cl | -10% | -5% | 1% | -34% | i | 0.9 | -5.8% | 1.8% | 10% | 4%

A portion of the library. The share of hits here may be higher or lower than overall.
